Screens: PubChem, National Center for Advancing Translational Sciences (NCATS)
GLS inh = qHTS for Inhibitors of Glutaminase (GLS); Glutaminase kidney isoform, mitochondrial (Homo sapiens), O94925; GLS enzymatic activity, qHTS titration; Potency, µM (doses to about 45.5 µM), for inactives: at the top dose activity change, negative = inhibition, hits mostly inhibitors; hit rate 0.21% among 410,000; note: potency is the fitted concentration of half-maximal effect; % is set by controls: 0 for no effect and ±100 for the full control effect
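Human kidney-isoform GLS in 45 mM KH2PO4 pH 8.2, 0.02% Tween-20, with compound, started with 1mM L-Glutamine (added stock). Glutamate oxidase/HRP/Amplex red coupled fluorescence read at start and after 30 min at RT.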
Tb PGK inh = qHTS Assay to Find Inhibitors of Phosphoglycerate Kinase; Phosphoglycerate kinase, glycosomal (Trypanosoma brucei brucei), P07378; PGK/GAPDH coupled, Kinase-Glo luminescence, 60 min; Potency, µM (top dose mostly 57.5 µM), for the others: top-dose activity change, negative = inhibition, most hits filed as inhibitors; hit rate 0.043% among 380,000; AID 602233, 2012; note: potency is the fitted concentration of half-maximal effect; % is set by controls: 0 for no effect and ±100 for the full control effect; nearly all actives have a fitted effect of over 60% in size
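Recombinant glycosomal PGK reaction used 1,3-bisphosphoglycerate generated in-well by GAPDH (100nM final) in 100mM TEA pH 7.6, 5mM MgCl2, 0.01% Tween-20. After 60 minutes at room temperature, ATP was read by Kinase-Glo Plus luminescence end-point.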
G9a inh = qHTS Assay for Inhibitors of Histone Lysine Methyltransferase G9a. Potency, µM (highest dose often 102 µM), without a hit: top-dose activity, negative = inhibition, usual class: inhibitors. G9a H3K9 monomethylation, AlphaScreen, 2 h. Histone-lysine N-methyltransferase EHMT2 (Homo sapiens), Q96KQ7. hit rate 8.8% among 350,000. AID 504332, 2011; note: potency is the fitted concentration of half-maximal effect; % is set by controls: 0 for no effect and ±100 for the full control effect; nearly all actives have a fitted effect of over 75% in size
Target sequence (Q96KQ7 913-1193 limits assumed): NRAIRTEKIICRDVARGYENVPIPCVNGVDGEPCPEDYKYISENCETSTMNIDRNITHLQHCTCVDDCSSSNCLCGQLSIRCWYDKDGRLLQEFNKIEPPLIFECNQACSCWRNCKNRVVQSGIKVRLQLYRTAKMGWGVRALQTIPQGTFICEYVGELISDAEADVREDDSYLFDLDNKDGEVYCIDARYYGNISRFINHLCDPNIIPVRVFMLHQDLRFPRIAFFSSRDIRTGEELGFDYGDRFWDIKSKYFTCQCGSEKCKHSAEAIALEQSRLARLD
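Using a bead-based AlphaScreen, monomethylated H3K9 product from 2 h room-temperature reactions (G9a 20 nM, peptide 500 nM, SAM 20 uM) was detected with 0.5 ug/mL rabbit anti-H3K9me1 antibody.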
HP1b chromo inh = HTS for Inhibitors of HP1-beta Chromodomain Interactions with Methylated Histone Tails; Chromobox protein homolog 1 (Homo sapiens), P83916; AlphaScreen HP1-beta / biotin-H3K9me3 peptide binding; Potency, µM (titrated, usually from 114 µM), without a hit: at the highest dose activity change, negative = inhibition, usual class: inhibitors; hit rate 0.56% among 390,000; note: potency is the fitted concentration of half-maximal effect; nearly all actives have a fitted effect of over 70% in size; inactives centre near 23
Target sequence (P83916 whole entry, looked up): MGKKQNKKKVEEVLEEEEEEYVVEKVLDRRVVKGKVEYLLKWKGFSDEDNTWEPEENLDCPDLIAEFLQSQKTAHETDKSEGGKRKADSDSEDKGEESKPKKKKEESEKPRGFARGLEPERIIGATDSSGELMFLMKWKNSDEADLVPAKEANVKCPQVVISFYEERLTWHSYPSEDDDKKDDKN
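Compound inhibition of the preformed complex between 50 nM HP1-beta and 50 nM biotinylated H3K9me3 peptide was read by AlphaScreen. Buffer was PBS pH 7.4 with 0.01% Tween-20. Incubations ran 30 min at room temperature, with 10 ug/mL donor/acceptor beads.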
PI4K2A block = qHTS for small molecular inhibitors of PI4K2A | activity change, negative = inhibition, % at 76.9 µM | Phosphatidylinositol 4-kinase type 2-alpha (Homo sapiens), Q9BTU6 | AID 1346378, 2018 | purified PI4K2A, ADP-Glo luminescence, 1 h; hits give low values | hit rate 0.13% among 420,000; in the data active = activity change below about -50%; inconclusive = mostly about -30% to -49%;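 note: -100% = wells without enzyme as full effect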
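PI4K2A activity was measured by ADP-Glo luminescence: enzyme (4 ug/mL stock) and phosphatidylinositol (1.2 mM stock) in Tris pH 7.5/MgCl2/EGTA/Triton X-100 buffer were reacted with ATP (300 microM stock) for one hour at ambient temperature.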
JMJD2A Tudor inh = qHTS Assay for Inhibitors of JMJD2A-Tudor Domain; Lysine-specific demethylase 4A (Homo sapiens), O75164; AlphaScreen JMJD2A-Tudor / H3K4me3 peptide binding; Potency, µM (series often up to 114 µM), for inactives: at the highest dose activity change, negative = inhibition, most hits filed as inhibitors; hit rate 4.4% among 390,000; AID 504339, 2011; note: potency is the fitted concentration of half-maximal effect; % is set by controls: 0 for no effect and ±100 for the full control effect; nearly all actives have a fitted effect of over 50% in size
ERG Ets-DNA blk = qHTS for Small Molecule Inhibitors of the ERG Ets/DNA interaction; Transcriptional regulator ERG (Homo sapiens), P11308; fluorescence polarization, His-ERG Ets domain / labelled DNA; Potency, µM (top dose mostly 76.9 µM), for the others: at the top dose FP activity, negative = inhibition, usual class: inhibitors; hit rate 0.028% among 370,000; active = well fitted inhibition curve with a large enough effect in the polarisation, with a control signal flat; inconclusive = small, poorly fitted or top-dose-only effect, or effect the other way, or a change in a side signal; inactive = no such curve, though single readings can be large or run the other way; the % refers to the polarisation;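 note: polarization taken with two DNA probes labelled with fluorescein and Texas red; potency is the fitted concentration of half-maximal effect; % of control where 0% means no effect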
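His-tagged ERG Ets domain (1 uM in the protein solution; 300mM KCl, 50mM Tris-HCl, 1mM EDTA, 1mM DTT, pH 7.5) received compound, then a probe mix of 5 nM fluorescein-DNA and 100nM Texas-615-DNA. Fluorescence polarization was read for both dyes.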
Pin1 inhibitor = qHTS Assay to Find Inhibitors of Pin1; Peptidyl-prolyl cis-trans isomerase NIMA-interacting 1 (Homo sapiens), Q13526; Pin1 FP peptide displacement, HiFluor488, 10 min; Potency, µM (titrated, usually from 115 µM), inactives show top-dose activity, negative = inhibition, most hits filed as inhibitors; hit rate 0.009% among 390,000; active = well fitted inhibition curve with a large enough effect in the polarisation, with a control signal flat, not every such curve was filed as active; inconclusive = small, poorly fitted or top-dose-only effect, or effect the other way, or a change in a side signal; inactive = no such curve, though single readings can be large or run the other way; the % refers to the polarisation; note: potency is the fitted concentration of half-maximal effect; % is set by controls: 0 for no effect and ±100 for the full control effect
Target sequence (Q13526 whole entry, looked up): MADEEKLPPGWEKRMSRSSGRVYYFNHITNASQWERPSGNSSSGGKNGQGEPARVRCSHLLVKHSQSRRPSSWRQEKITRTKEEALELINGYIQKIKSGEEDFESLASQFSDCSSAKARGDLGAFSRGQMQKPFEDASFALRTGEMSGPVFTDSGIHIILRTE
BAZ2B inh = qHTS Assay for Inhibitors of BAZ2B; Bromodomain adjacent to zinc finger domain protein 2B (Homo sapiens), Q9UIF8; AlphaScreen BAZ2B-H3K14Ac peptide displacement; Potency, µM (series often up to 114 µM), for the others: at the highest dose activity change, negative = inhibition, actives largely listed as inhibitors; hit rate 4.4% among 360,000; note: potency is the fitted concentration of half-maximal effect; % is set by controls: 0 for no effect and ±100 for the full control effect; nearly all actives have a fitted effect of over 60% in size
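Inhibition is scored as reduced AlphaScreen emission. The BAZ2B/b-H3(5-23)K14Ac complex (50 nM each) in PBS pH 7.4, 0.01% Tween-20 meets compound (up to 110 uM) for 30 min at RT before bead addition.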
Numbers without * were called inactive; i = inactive; u = inconclusive; x = no result given; [ ] = another dose, or the depositor's remark. Unless noted, calls come from the whole dose curve; as a rule, active = well fitted curve in the direction sought with a large enough effect; inconclusive = small, poorly fitted or top-dose-only effect, or another doubt; inactive = no such curve, though single readings can be large; an effect the other way counts as inactive or inconclusive.

Results follow in this order: Pin1 inhibitor, HP1b chromo inh, BAZ2B inh, GLS inh, PI4K2A block, Tb PGK inh, JMJD2A Tudor inh, G9a inh, ERG Ets-DNA blk
1. O=C(Cn1cc([N+](=O)[O-])cn1)Nc1nc2ccccc2s1
  -3%, 22%, 9%, -2%, 1, -10%[11.5 µM], -7%, 10%[12.7 µM], x
2. Cn1c(=O)c2[nH]c(CCCc3ccc([N+](=O)[O-])cc3)nc2n(C)c1=O
  u, 18%, x, 8%, -2, -4%, -24%, x, x
3. CCOc1ccc(NS(=O)(=O)c2cc(C(=O)NCC3CCCO3)ccc2Cl)cc1 (stereo unspecified)
  -2%, 34%, 6%, -7%, 1, -7%, 0%, -20%, -2%
4. Cc1ccc(-c2nc(CS(=O)CC(=O)NCc3ccc(Cl)cc3)c(C)o2)cc1 (stereo unspecified)
  53%[activator], 26%, -20%, 0%, -7, 11%, -25%, u, -7%
5. CCOc1ccc2c(c1)c(=O)c(C(=O)c1ccc(CC)cc1)cn2CC(=O)Nc1ccccc1OC
  8%, 26%, -15%, 1%, -1, 5%, u, -30%[59 µM], 0%
6. CN(C)c1cc(-c2ccc(Cl)cc2Cl)oc(=O)c1Cl
  u, 18%, 89µM*, 5%, 2, -7%, -9%, x, -2%
7. CCOC(=O)[C@@H]1[C@H]2COc3ccc(Br)cc3[C@@H]2N2C(=O)N(c3ccc(C)cc3)C(=O)[C@@]12C
  13%, 17%, x, -3%, 0, i, -31%, x, 8%
8. CCOc1cc(/C=C(/NC(C)=O)C(=O)O)cc(Cl)c1OCc1cccc(Br)c1
  3%, 3%[57 µM], 50µM*, 17%, 2, i, u, -10%[12.7 µM], 4%
9. O=Nc1c(O)n(Cc2cccc(Cl)c2)c2ccccc12
  1%, -4%, -31%, 21%, 5, -8%, -27%, x, 2%
10. O=C(O)C1C2C=CC(C2)C1C(=O)NCc1cccc(Cl)c1 (stereo unspecified)
  -7%, 37%, 8%, -2%, -1, -12%, 3%, 20%, -13%
11. CCCn1ccnc1SC(C)C(=O)Nc1c(C)n(C)n(-c2ccccc2)c1=O (stereo unspecified)
  -3%, 55%[activator], 13%, 1%, -2, -1%, 3%, 25%[2.33 µM], -3%
12. Cc1ccc(CN2CCNC(=O)C2CC(=O)O)cc1 (stereo unspecified)
  0%, 36%[activator], 6%, -2%, -5, -7%, -4%, 16µM*, 2%
13. O=C(Nc1ccnn1C1CCN(C2CCC2)CC1)c1ccccc1
  6%, 22%, 2%, 19%, 0, 3%, 4%, x, -3%
14. Cc1ccc(NC(=O)c2ccoc2C)cc1C
  -5%, 21%, -31%, -8%, -28, u, -8%, -6%[59 µM], -1%
15. O=C(COC(=O)C1CSC2(c3ccc(F)cc3)CCC(=O)N12)NC(=O)NC1CCCC1 (stereo unspecified)
  -2%, 28%, -24%, 2%, 1, -6%, -16%[57.1 µM], -7%, 1%

An excerpt from above in order of heavy-atom count, smallest number first:
Results follow in this order: Pin1 inhibitor, HP1b chromo inh, BAZ2B inh, GLS inh, PI4K2A block, Tb PGK inh, JMJD2A Tudor inh, G9a inh, ERG Ets-DNA blk
14. Cc1ccc(NC(=O)c2ccoc2C)cc1C
  -5%, 21%, -31%, -8%, -28, u, -8%, -6%[59 µM], -1%
12. Cc1ccc(CN2CCNC(=O)C2CC(=O)O)cc1 (stereo unspecified)
  0%, 36%[activator], 6%, -2%, -5, -7%, -4%, 16µM*, 2%
4. Cc1ccc(-c2nc(CS(=O)CC(=O)NCc3ccc(Cl)cc3)c(C)o2)cc1 (stereo unspecified)
  53%[activator], 26%, -20%, 0%, -7, 11%, -25%, u, -7%
7. CCOC(=O)[C@@H]1[C@H]2COc3ccc(Br)cc3[C@@H]2N2C(=O)N(c3ccc(C)cc3)C(=O)[C@@]12C
  13%, 17%, x, -3%, 0, i, -31%, x, 8%
5. CCOc1ccc2c(c1)c(=O)c(C(=O)c1ccc(CC)cc1)cn2CC(=O)Nc1ccccc1OC
  8%, 26%, -15%, 1%, -1, 5%, u, -30%[59 µM], 0%

Other entries
Results follow in this order: Pin1 inhibitor, HP1b chromo inh, BAZ2B inh, GLS inh, PI4K2A block, Tb PGK inh, JMJD2A Tudor inh, G9a inh, ERG Ets-DNA blk
16. CCc1ccc(-c2ccc(C(=O)O)c(C)n2)cc1
  -3%, 52%[activator], 0%, -8%, -7, i, 2%, -2%[59 µM], -5%
17. COc1ccc(NS(=O)(=O)c2cccc(NC(=O)c3ccccn3)c2)cc1
  -1%, 35%, -8%, 12%, 1, -3%, -6%, x, 14%
18. Cc1ccc(C(N)=S)c(C)c1
  2%, -6%, -1%, 9%, 0, -7%, -2%[57.1 µM], u, 8%
19. Cc1sc2ncnc(SCC(=O)NC(=O)c3cccn3C)c2c1C
  132%[activator], 4%, -21%, 4%, -2, 0%, -25%, 32µM*, 2%
20. Cc1cc(C)nc(SCc2ccc(C(=O)N/N=C/c3ccc(C(=O)O)cc3)cc2)n1
  2%, 8%, -23%, -4%, -2, -5%, -12%, -1%, 0%
21. Cc1ccc2sc(N(CCCN(C)C)C(=O)c3ccco3)nc2c1C
  -5%, 7%, -27%, 4%, 3, x, u, u, 4%
22. Cc1cc(C)c(-c2c(O)c3ccccc3n(C)c2=O)c(C)c1
  5%, 23%, x, 0%, -5, -2%, -9%, x, -5%
23. O=C(CSc1cccc[n+]1[O-])C12CC3CC(CC(C3)C1)C2
  -11%, 21%, -23%, -4%, 1, -2%, -19%, u, 10%
